Screens as filed in PubChem.
PLC-beta3 inh – blocks human PLC-beta3 enzyme activity; Purified PLC-beta3, fluorogenic substrate, fluorescence; actives 0.18% (n = 370,000); inhibition, % at 12.2 µM; in the data active = inhibition above about 11%;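 note: 0% = median of compound wells on plate and 100% = full blocker control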
DAX1 inh-1 – blocks DAX1 repression of SF-1 activated StAR promoter; inhibition, % at 6.8 µM; HEK293T StAR-luciferase reporter, SF-1/DAX-1 repression relief; actives 1.1% (n = 370,000); AID 652010;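 active = inhibition above the mean over all tested compounds plus 3 SD, cut at about 3.6% in these data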;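 note: 0% = DAX-1 cells with DMSO and 100% = cells lacking DAX-1 with DMSO; higher inhibition means more luminescence from relief of DAX-1 repression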
hgDAF-12 ag – agonists of H. glycines DAF-12 nuclear receptor. HEK293 GAL4-hgDAF12 UAS-luciferase reporter, agonist luminescence; normalized to butyrate control. activation, % at 6.8 µM. actives 1.8% (n = 370,000). AID 687014;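 active = activation above a cutoff set at the mean of all screened compounds plus 3 SD, cut at about 10% in these data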;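 note: 0% = DMSO wells and 100% = sodium butyrate wells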
HGIII-sPLA2 inh – Inhibits HGIII-sPLA2 liposome hydrolysis, primary screen. QFRET BODIPY PC-A2 liposome hydrolysis, fluorescence. AID 743126. Q9NZ20. inhibition, % at 12.2 µM. actives 0.56% (n = 370,000);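 active = inhibition above mean plus 3 SD of compounds lying within the high and low control bounds, cut at about 19% in these data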;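 note: 0% = median of test compound wells and 100% = no enzyme DMSO wells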
hcDAF-12 act – activates DAF-12 receptor from parasite H. contortus; actives 1.4% (n = 370,000); HEK293 hcDAF-12 lit1-tk-luc reporter, luminescence; 0% DMSO, 100% Δ7-dafachronic acid; activation, % at 6.8 µM;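 active = activation above the mean of all tested compounds plus 3 SD, cut at about 5.5% in these data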;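 note: 100% = response to 3 µM Δ7-dafachronic acid high control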
ssDAF-12 act – S. stercoralis DAF-12 activation, primary screen | AID 652126 | activation, % at 6.8 µM | actives 1% (n = 370,000) | HEK293 ssDAF-12/GRIP1 lit1-tk-luc reporter, luminescence; % of 3 µM dafachronic acid response;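 active = activation above the mean over all tested compounds plus 3 SD, cut at about 0.9% in these data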;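 note: 0% = DMSO-only wells and 100% = 3 µM delta7-dafachronic acid wells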
PG9 binder – PG9 antibody binding by small molecule | actives 0.43% (n = 360,000) | inhibition, % at 6.7 µM | AID 624416 | TR-FRET gp120-PG9 antibody binding; in the data active = inhibition above about 8.5%
SMARCA2 activ – increases SMARCA2 function in MMTV reporter cells; MG213 cells, MMTV-luciferase reporter, dexamethasone, overnight; activation, % at 9.1 µM; actives 1% (n = 370,000); in the data active = activation above about 7.8%;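 note: 0% = vehicle wells and 100% = reference activator wells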
NR1D1 modulator – Rev-erb alpha (human) modulation; activity, % at 10 µM; actives 0.79% (n = 370,000); Rev-erbα–FITC-DNA binding, fluorescence polarization, 90 min; P20393;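 active = activity above about 14%, limit read from the data; passing the limit was not always enough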;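 note: 0% = DMSO wells with 35 nM protein and 100% = DMSO wells with 750 nM protein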
Target sequence (P20393 whole entry, looked up): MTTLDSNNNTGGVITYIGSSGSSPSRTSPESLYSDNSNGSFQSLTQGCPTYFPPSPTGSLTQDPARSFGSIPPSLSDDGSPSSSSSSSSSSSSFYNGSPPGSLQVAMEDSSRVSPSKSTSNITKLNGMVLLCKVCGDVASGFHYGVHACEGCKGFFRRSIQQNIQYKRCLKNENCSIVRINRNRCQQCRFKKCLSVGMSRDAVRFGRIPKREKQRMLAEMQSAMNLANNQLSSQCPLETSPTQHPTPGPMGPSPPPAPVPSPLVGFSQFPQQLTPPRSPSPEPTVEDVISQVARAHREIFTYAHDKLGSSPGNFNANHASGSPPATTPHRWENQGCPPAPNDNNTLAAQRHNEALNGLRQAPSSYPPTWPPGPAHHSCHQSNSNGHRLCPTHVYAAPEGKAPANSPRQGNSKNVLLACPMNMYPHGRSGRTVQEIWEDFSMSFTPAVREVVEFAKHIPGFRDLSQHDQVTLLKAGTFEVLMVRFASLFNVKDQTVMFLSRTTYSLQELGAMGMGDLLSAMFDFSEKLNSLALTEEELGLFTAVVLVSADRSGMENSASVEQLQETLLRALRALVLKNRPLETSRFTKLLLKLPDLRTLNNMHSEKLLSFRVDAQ
GAA850 FXN act – frataxin GAA850 promoter activation; actives 0.56% (n = 360,000); HEK293 lucGAA850 FXN promoter luciferase reporter, 24 h; percent of 10 µM SAHA response; AID 540364; activation, % at 6 µM;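 active = activation above the average of all compounds screened plus 3 SD, cutoff fixed separately per campaign, cut at about 7.5% in these data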;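 note: 0% = DMSO wells and 100% = 10 µM SAHA wells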
DAX1 inh-2 – inhibits human nuclear receptor DAX1; actives 0.99% (n = 340,000); inhibition, % at 6.75 µM; AID 504766; HEK293 Gal4-DAX1 luciferase reporter, luminescence;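 active = inhibition above the mean over all tested compounds plus 3 SD, cut at about 4.2% in these data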;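 note: 0% = DAX1-transfected cells with DMSO and 100% = empty-vector control cells with DMSO; inhibition shows as a rise in luminescence from relieved DAX1 repression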
Target sequence (P51843 207-470 limits assumed): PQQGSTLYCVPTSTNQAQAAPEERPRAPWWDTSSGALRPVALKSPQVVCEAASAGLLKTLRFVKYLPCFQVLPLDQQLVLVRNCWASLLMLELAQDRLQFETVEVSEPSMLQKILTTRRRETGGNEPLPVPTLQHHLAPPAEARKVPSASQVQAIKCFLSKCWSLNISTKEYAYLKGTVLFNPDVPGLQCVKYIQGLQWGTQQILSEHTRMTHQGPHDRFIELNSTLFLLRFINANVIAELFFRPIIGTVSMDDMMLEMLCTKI
An asterisk follows results filed as active; i = inactive; . = no result given.

1: CCCCOC(=O)c1ccc(NC(=O)COC(=O)C2CC2C)cc1 (stereo unspecified)
2: CCOC(=O)c1cnc2c(Cl)cccc2c1NCCN(C)C
3: O=C(NCc1ccccc1)[C@H]1CCCN1C(=O)[C@H]1CCCN1C(=O)c1cccs1
4: Cc1ccc(C(=O)OCC(=O)N(C)c2ccccc2)cc1C
5: O=c1[nH]c2cnccc2n1-c1ccccc1
6: COc1ccc2c(c1)c([C@@H]1[C@H](C)[C@H]3CCCC[C@H]3CN1S(=O)(=O)c1ccc(C)cc1)cn2C
7: COCCN(C(=O)CNC(=O)c1ccco1)C(C(=O)NC1CCCC1)c1cccc(OC)c1 (stereo unspecified)
8: Cc1ccc(CN(C)C(=O)COC(=O)CSc2ccc([N+](=O)[O-])cc2)cc1
9: C=CCN(c1cccc(C(F)(F)F)c1)S(=O)(=O)c1cccc(C(=O)OCC(=O)NC)c1
10: CC(=O)[C@@H]1[C@@H]2C(=O)N(c3ccccc3F)C(=O)[C@@H]2[C@H]2c3ccccc3C=NN12

assay / compound | 1 | 2 | 3 | 4 | 5 | 6 | 7 | 8 | 9 | 10
PLC-beta3 inh | 2 | 0 | 2 | -6 | 2 | 0 | -9 | -2 | 2 | -22
DAX1 inh-1 | 1.9 | -0.5 | -0.8 | 0.0 | -0.1 | -0.4 | -0.2 | 2.1 | -0.6 | -0.3
hgDAF-12 ag | 3.3 | 1.6 | -1.5 | 1.5 | 2.0 | -1.7 | -0.4 | 2.0 | -1.4 | 1.6
HGIII-sPLA2 inh | -9 | 1 | 17 | 2 | 0 | -6 | 4 | -17 | -4 | -3
hcDAF-12 act | 0.6 | 0.4 | -1.4 | -1.5 | 1.6 | -0.4 | -1.0 | -0.8 | -1.7 | 0.1
ssDAF-12 act | -0.7 | -0.5 | -1.1 | -0.4 | -0.6 | -0.3 | -1.7 | -0.8 | -1.1 | -0.2
PG9 binder | 0.5 | 0.6 | 1.7 | 1.5 | -0.5 | 0.7 | -1.1 | -0.7 | -0.7 | 0.8
SMARCA2 activ | 4 | 2 | -7 | -2 | 1 | -4 | -3 | 3 | 2 | -2
NR1D1 modulator | -9 | -1 | 6 | -6 | -7 | 4 | 4 | 1 | -3 | 10
GAA850 FXN act | 1.5 | -0.4 | . | -1.6 | 0.9 | 0.6 | -0.2 | -0.5 | 1.8 | -1.0
DAX1 inh-2 | 1.5 | 0.1 | . | -0.9 | 2.0 | 0.5 | 1.1 | 0.6 | -0.3 | .

11: O=C(/C=C/c1cccc(Br)c1)NCC1CCCCC1
12: CC(Oc1cc2oc(=O)c3c(c2cc1Cl)CCCC3)C(=O)NCC1CCC(C(=O)O)CC1 (stereo unspecified)
13: C=CCn1c(SCC(=O)NCC2CCCO2)nc2c([nH]c3ccccc32)c1=O (stereo unspecified)
14: CNC[C@H]1Oc2c(NC(=O)c3ccc(-c4nccs4)cc3)cccc2C(=O)N([C@@H](C)CO)C[C@@H]1C
15: COc1ccc(CC(=O)N2N=C(C)CC2(O)c2cccnc2)cc1 (stereo unspecified)
16: O=C(CSc1nnc(NC(=O)c2ccccc2)s1)NC1CCCC1
17: Cc1nnc(SCc2nnc(-c3ccc(Cl)cc3)o2)n1-c1ccccc1
18: O=C(Cc1c(F)cccc1Cl)Nc1ccccc1N1CCCCC1
19: CCn1c(=O)c(C(=O)Nc2ccccc2S(N)(=O)=O)c(O)c2ccccc21
20: COc1ccccc1NS(=O)(=O)c1cccc(C(=O)N/N=C2\CC(=O)CC(C)(C)C2)c1

assay / compound | 11 | 12 | 13 | 14 | 15 | 16 | 17 | 18 | 19 | 20
PLC-beta3 inh | 3 | -15 | -3 | -2 | -3 | -5 | -1 | 1 | -6 | -36
DAX1 inh-1 | -0.2 | 0.4 | -0.4 | -0.2 | 0.0 | 0.4 | -0.6 | 0.3 | 1.7 | -0.2
hgDAF-12 ag | 0.2 | -1.9 | 2.6 | 2.5 | -2.9 | 1.2 | 0.3 | 0.8 | 3.4 | 0.5
HGIII-sPLA2 inh | -1 | 0 | 0 | 4 | 3 | 4 | -3 | 1 | 0 | -16
hcDAF-12 act | 1.2 | 1.0 | 1.5 | -2.2 | 0.9 | -0.3 | 0.3 | -1.8 | -0.9 | -0.1
ssDAF-12 act | -2.0 | -0.9 | 0.0 | -1.8 | -1.1 | -0.6 | -0.7 | -0.8 | -0.4 | -1.2
PG9 binder | -3.5 | -0.4 | -1.4 | 1.7 | 0.6 | 0.2 | 1.2 | -0.1 | 15* | -0.7
SMARCA2 activ | 4 | 1 | 1 | -1 | -4 | -1 | 1 | -4 | 5 | -2
NR1D1 modulator | 0 | -9 | 0 | -4 | -1 | -1 | -2 | 7 | 20* | 1
GAA850 FXN act | 0.2 | 0.5 | 1.8 | -0.6 | -2.8 | 1.1 | 2.4 | 1.7 | 2.1 | 1.2
DAX1 inh-2 | 0.2 | 0.6 | 0.2 | 1.1 | 1.2 | -0.4 | -0.7 | 1.0 | 0.7 | -0.8

Rewritten as labelled records: two of the compounds above.
13) C=CCn1c(SCC(=O)NCC2CCCO2)nc2c([nH]c3ccccc32)c1=O (stereo unspecified)
  PLC-beta3 inh: -3
  DAX1 inh-1: -0.4
  hgDAF-12 ag: 2.6
  HGIII-sPLA2 inh: 0
  hcDAF-12 act: 1.5
  ssDAF-12 act: 0.0
  PG9 binder: -1.4
  SMARCA2 activ: 1
  NR1D1 modulator: 0
  GAA850 FXN act: 1.8
  DAX1 inh-2: 0.2

14) CNC[C@H]1Oc2c(NC(=O)c3ccc(-c4nccs4)cc3)cccc2C(=O)N([C@@H](C)CO)C[C@@H]1C
  PLC-beta3 inh: -2
  DAX1 inh-1: -0.2
  hgDAF-12 ag: 2.5
  HGIII-sPLA2 inh: 4
  hcDAF-12 act: -2.2
  ssDAF-12 act: -1.8
  PG9 binder: 1.7
  SMARCA2 activ: -1
  NR1D1 modulator: -4
  GAA850 FXN act: -0.6
  DAX1 inh-2: 1.1

Continuation.
21: CCOC(=O)c1c(C)[nH]c(C(=O)OCC(=O)NCc2ccc(OC)c(OC)c2)c1C
22: CS(=O)(=O)Nc1cccc(-c2cc(NC=O)c3ncc(-c4ccc(F)c(Cl)c4)n3c2)c1
23: CN(C)C(CNC(=O)CSc1nc2ccccc2c(=O)n1Cc1ccco1)c1ccccc1 (stereo unspecified)
24: CC(C)[C@@H](N)C(=O)N/N=C/c1ccc2ncccc2c1
25: CCCCC[C@H]1CN(Cc2ccc(OC)cc2)C(=O)[C@@H]1CC(=O)NCc1ccccc1
26: COc1ccc(C(=O)NCC2CCCN2S(=O)(=O)c2cccs2)cc1 (stereo unspecified)
27: COc1cccc(NC(=O)CN(C)CC(=O)Nc2ccc(C)c([N+](=O)[O-])c2)c1
28: COc1cc(N(C(=O)Cc2cccs2)C(C(=O)NC2CCCCC2)c2ccc(C)cc2)ccc1-n1cnnn1 (stereo unspecified)
29: OC1CCN(c2c3c(nc4cc(-c5ccc(Cl)cc5)nn24)CCC3)CC1
30: CC(SCC(=O)O)c1nc2ccccc2[nH]1 (stereo unspecified)

assay / compound | 21 | 22 | 23 | 24 | 25 | 26 | 27 | 28 | 29 | 30
PLC-beta3 inh | -6 | -25 | -1 | -8 | -2 | 0 | -5 | 10 | -26 | -6
DAX1 inh-1 | -3.0 | -1.9 | 1.3 | 1.2 | -0.4 | 1.2 | 0.3 | 0.8 | -0.1 | 0.5
hgDAF-12 ag | -2.4 | -1.1 | -1.0 | 0.2 | 0.3 | 1.0 | 2.8 | -2.8 | 1.9 | 2.5
HGIII-sPLA2 inh | -17 | -19 | 1 | 6 | -28 | 3 | 2 | 5 | -5 | -7
hcDAF-12 act | -0.8 | -3.0 | -0.5 | 1.8 | -0.9 | -1.1 | -0.3 | -2.6 | -1.1 | -0.3
ssDAF-12 act | -1.7 | -1.8 | -0.8 | -1.0 | -1.5 | -1.0 | -1.6 | -0.3 | -1.6 | 1.0*
PG9 binder | -1.8 | -0.6 | -0.1 | -0.4 | -0.5 | -1.1 | -0.1 | -1.9 | -0.9 | -0.2
SMARCA2 activ | 0 | 9.1* | 0 | 1 | -1 | 0 | -1 | -4 | 0 | -2
NR1D1 modulator | -4 | -1 | -4 | 2 | -1 | -1 | -4 | -3 | 8 | -3
GAA850 FXN act | -0.6 | -0.2 | -0.7 | 1.7 | 0.7 | 2.8 | 0.3 | 2.3 | 4.6 | 0.4
DAX1 inh-2 | -1.8 | . | -0.9 | -0.6 | 0.7 | 0.3 | 1.3 | 0.4 | 0.4 | 1.0

31: O=C(CCCCCN1C(=O)[C@@H]2Cc3ccccc3CN2C1=O)Nc1cccc(F)c1
32: Cc1ccc(/C=C2/C(=O)N=C(N)N2C)s1
33: CCN(CC)S(=O)(=O)c1ccc(C(=O)Nc2cccc(C)c2)cc1
34: Nc1nc2ccc(Cl)cc2o1
35: CCNc1ncnc2c1cnn2C
36: CCc1ccccc1NC(=O)Cn1nc(C(F)(F)F)cc1C1CC1
37: O=C(COC(=O)Cc1c[nH]c2ccccc12)Nc1cc(S(=O)(=O)N2CCOCC2)ccc1Cl
38: Cc1nonc1OCCn1nnnc1N
39: COc1ccc(CCNC(=O)CCc2cc(OC)c(OC)c(OC)c2)cc1OC
40: COc1ccc(C#Cc2c(-c3ccccc3)n(-c3ccccc3)c3ccc(CO)cc23)cc1
41: COc1ccc(NC(=O)CCS(=O)(=O)c2ccc3nc(C)sc3c2)cc1OC
42: Cc1c(N(C)S(=O)(=O)c2cc(C(=O)Nc3ccccn3)ccc2Cl)c(=O)n(-c2ccccc2)n1C

assay / compound | 31 | 32 | 33 | 34 | 35 | 36 | 37 | 38 | 39 | 40 | 41 | 42
PLC-beta3 inh | -8 | -1 | 1 | 0 | -3 | 4 | -10 | -1 | -2 | i | 2 | 0
DAX1 inh-1 | -1.1 | -0.3 | -0.2 | 0.1 | 0.9 | -0.1 | -0.5 | 0.5 | -0.1 | -0.3 | -0.8 | -0.2
hgDAF-12 ag | -3.4 | -2.1 | -1.1 | 0.5 | -0.6 | -0.3 | -0.6 | -0.4 | 0.8 | 3.2 | 0.3 | 0.3
HGIII-sPLA2 inh | -6 | 4 | -8 | -4 | 1 | 3 | -75 | 2 | -2 | 13 | 1 | 14
hcDAF-12 act | -3.5 | -2.4 | 0.1 | 1.4 | 0.0 | -0.2 | 1.9 | 0.1 | -0.8 | 4.0 | 0.3 | 1.5
ssDAF-12 act | -2.1 | -1.4 | -1.2 | -0.6 | -1.4 | -0.4 | -0.5 | -1.7 | 0.5 | -0.3 | -1.4 | -1.3
PG9 binder | -1.0 | -6.7 | 0.7 | 0.6 | 1.2 | 0.1 | -0.3 | 1.0 | 0.2 | 3.1 | -1.0 | -0.6
SMARCA2 activ | -2 | -2 | 1 | 4 | 4 | 0 | -3 | 3 | 3 | -1 | -2 | 0
NR1D1 modulator | -2 | 7 | 0 | 4 | -5 | 0 | -2 | 0 | -1 | -2 | -5 | -3
GAA850 FXN act | -1.7 | 1.7 | 0.1 | 1.2 | 2.7 | 2.0 | 0.3 | 0.8 | 0.8 | 2.2 | 1.8 | 2.7
DAX1 inh-2 | -2.5 | -0.6 | -0.7 | 1.1 | 0.8 | -0.1 | 0.3 | 0.2 | -0.3 | -0.4 | 1.8 | -0.4
